PNC assembly inh – perinucleolar compartment assembly inhibition. PC3M PTB-GFP, PNC prevalence imaging, 16 h; hits give low values. activity change (PNC), negative = inhibition, % at 10 µM. actives 3.1% (n = 140,000). AID 2417;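 active = readout at or below -70, meaning at least 70% loss of cells showing the perinucleolar compartment, a nuclear body marking cancer cells; inconclusive = readout between -30 and a set limit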;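 also: plate controls were DMSO wells for no effect and camptothecin positive control wells for full effect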
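PC3M cells stably expressing PTB-GFP, 750–1000 cells/well, treated 16 h at 37 °C with compound (23 nl of library stock), in duplicate. After paraformaldehyde fixation and Hoechst stain, imaged at 20x; PNC prevalence scored by image analysis.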
ALOX15B inhib – 15-hLO-2 (ALOX15B) enzyme inhibition; O15296; purified 15hLO-2, xylenol orange hydroperoxide absorbance; Potency, µM (doses to about 57.1 µM), inactives show at the top dose activity change, negative = inhibition, most hits filed as inhibitors; actives 0.56% (n = 110,000); AID 881; also: potency is read from the fitted curve at half-maximal effect; nearly all actives have a fitted effect of over 60% in size; many of its hits are not listed in these tables
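Enzyme 50 nM, AA 45 uM, 25 mM Hepes pH 7.5 + 0.01% Triton X-100; cpd preinc 15 min RT, rxn 90 min RT; stop/detect with 200 uM XO + 300 uM Fe(II) in 50 mM H2SO4, 30 min; A573/A405.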
IMPase cell inh – cell-permeable inhibitors of inositol monophosphatase (IMPase); P97697; CHO-M1 cells, IP1 accumulation, HTRF TR-FRET ratio; inhibition (IP1 accumulation), % at 46.1 µM; 120,000 tested, under 10 active; active = well fitted curve in the direction sought with a large enough effect in the signal ratio, not every such curve was filed as active; inconclusive = small, poorly fitted or top-dose-only effect, or a change in a side signal; inactive = no such curve, though single readings can be large or run the other way; the % refers to the signal ratio;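 also: cells stimulated with carbachol in lithium chloride buffer; plate controls were DMSO basal wells for no effect and reference inhibitor wells for full effect; higher means more IMPase inhibition seen as more IP1 and lower FRET ratio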
Target sequence (P97697 whole entry, looked up): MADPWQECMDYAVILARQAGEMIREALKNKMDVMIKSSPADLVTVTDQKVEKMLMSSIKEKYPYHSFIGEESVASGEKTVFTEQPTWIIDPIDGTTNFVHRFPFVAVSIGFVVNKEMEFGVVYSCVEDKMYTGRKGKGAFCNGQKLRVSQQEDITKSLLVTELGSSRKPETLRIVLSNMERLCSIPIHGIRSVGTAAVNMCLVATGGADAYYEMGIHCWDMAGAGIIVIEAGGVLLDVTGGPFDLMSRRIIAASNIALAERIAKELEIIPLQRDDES
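Elevated IP1 in lysates lowers TR-FRET signal (665/620 ratio and 620 channel reported). Cells were CHO-M1, given carbachol (50 uM as added) plus 50mM LiCl, pH 7.4, 30 min, 37C; compounds titrated up to 46 uM; AC50 by Hill equation.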
ALOX12 inhib – inhibitors of human 12-lipoxygenase (ALOX12); Potency, µM (titrated, usually from 57.1 µM), inactives show top-dose activity change, negative = inhibition, usual class: inhibitors; actives 0.12% (n = 150,000); purified 12-hLO, xylenol orange hydroperoxide absorbance; also: potency is read from the fitted curve at half-maximal effect; nearly all actives have a fitted effect of over 55% in size; many of its hits are not listed in these tables
Target sequence (P18054 whole entry, looked up): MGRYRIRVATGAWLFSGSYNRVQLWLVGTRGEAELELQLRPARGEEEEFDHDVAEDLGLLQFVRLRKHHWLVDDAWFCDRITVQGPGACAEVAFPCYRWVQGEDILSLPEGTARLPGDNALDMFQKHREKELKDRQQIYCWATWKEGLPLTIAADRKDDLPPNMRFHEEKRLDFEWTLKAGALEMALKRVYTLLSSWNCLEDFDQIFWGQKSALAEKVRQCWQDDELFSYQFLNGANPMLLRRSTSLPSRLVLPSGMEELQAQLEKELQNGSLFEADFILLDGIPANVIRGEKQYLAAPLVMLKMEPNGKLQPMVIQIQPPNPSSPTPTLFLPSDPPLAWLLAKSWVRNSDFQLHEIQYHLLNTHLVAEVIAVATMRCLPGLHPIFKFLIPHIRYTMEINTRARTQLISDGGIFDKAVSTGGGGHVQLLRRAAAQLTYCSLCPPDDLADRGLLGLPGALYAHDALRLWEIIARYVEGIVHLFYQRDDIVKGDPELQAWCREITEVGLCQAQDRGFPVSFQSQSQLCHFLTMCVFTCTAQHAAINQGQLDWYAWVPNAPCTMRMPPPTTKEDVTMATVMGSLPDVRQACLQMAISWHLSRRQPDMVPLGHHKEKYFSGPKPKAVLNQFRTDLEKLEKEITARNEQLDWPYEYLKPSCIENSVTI
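150 nM 12hLO, 25 mM Hepes pH 7.0 + 0.01% Triton X-100; cpd preinc 15 min RT; 40 uM arachidonic acid, 30 min RT; Fe-XO 30 min; A573/A405 ratio as read-out.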
* = called active by the depositor; ? = inconclusive; / = not tested or not shown; [ ] = remark or other dose. Unless noted, calls follow the shape of the dose curve; as a rule, active = well fitted curve in the direction sought with a large enough effect; inconclusive = small, poorly fitted or top-dose-only effect, or another doubt; inactive = no such curve, though single readings can be large; an effect the other way counts as inactive or inconclusive. Unless noted, % is scaled to controls: 0 for no effect and ±100 for the full control effect.

SMILES	PNC assembly inh	ALOX15B inhib	IMPase cell inh	ALOX12 inhib
CC(C)c1ccc(CNCc2ccccc2)cc1	-6.3	/	6.2	1.8%
Cc1cc(C)nc(-n2nc(C)c(C3(O)C(=O)Nc4ccccc43)c2N)n1 (stereo not given)	1.7	22.6%	-8.6	1.3%
COc1ccc(Oc2ncc3nc(C)c(=O)n(C4CC4)c3n2)cc1	/	4.2%	/	2.0%
CCCCN(CCCC)S(=O)(=O)c1ccc(NC(=O)c2ccc([N+](=O)[O-])cc2Cl)cc1	?	/	/	-3.1%
COc1ccc(CCNC(=O)C2CC(c3c(Cl)cccc3Cl)=NO2)cc1 (stereo not given)	?	1.1%	-0.7	-10.1%
O=c1[nH]nnc2sc3c(c12)CCCC3	-17.9	/	17.4[0.0738 µM]	-5.0%
CCOC(=O)CN1C(=O)C(O)(CC(=O)c2ccccn2)c2ccccc21 (stereo not given)	-23.1	-1.0%	-3.3	-0.5%
COc1cc(Nc2ccc(C)cc2)c([N+](=O)[O-])nc1[N+](=O)[O-]	35.5	/	11.2	3.9%
Cc1cnn(-c2nc(-c3cccs3)cc(C(F)(F)F)n2)c1	?	-1.0%	7.6	-11.3%
COc1ccc2cc(/C=N/NC(=O)CN(c3ccccc3C)S(=O)(=O)c3ccccc3)c(Cl)nc2c1	17.1	/	/	-0.3%
O=C(c1ccco1)N1CCN(C(=O)C2CCN(S(=O)(=O)c3cnc[nH]3)CC2)CC1	32.2	1.7%	?	-2.3%
c1ccc(C2CCC3(CC2)Oc2ccccc2C2CC(c4cccnc4)=NN23)cc1 (stereo not given)	?	/	/	-4.2%
C=CCn1cc(/C=N/NC(=O)COc2cccc3cccnc23)c2ccccc21	-12.1	/	5.3	-2.9%
O=C(CCOc1ccccc1)N1CCN(S(=O)(=O)c2cccs2)CC1	?	17.4%	17.4	-2.8%
Cc1ccc(NC(=O)c2nc(C)n(-c3ccc([N+](=O)[O-])cc3)n2)cc1	-9.0	1.9%	9.2	0.0%
Cc1ccc(-n2c(-c3cccc(C)c3)n[nH]c2=S)cc1	-9.0	-21.3%	-11.1	-18.7%
COc1ccc(-n2c(Cc3cccn3C)nnc2SCC(=O)NCc2ccccc2Cl)cc1	2.6	/	3.1	-5.1%
O=C(Cn1cc(C(=O)C2CC2)c2ccccc21)NCC1CCCO1 (stereo not given)	19.9	1.8%	13.2	2.7%
COc1ccc(NC(=O)Nc2cc(C)ccc2F)cc1	8.8	2.0%	-5.5	-3.2%
N/C(=N\OC(=O)Nc1ccc(Cl)c(Cl)c1)c1ncc(C(F)(F)F)cc1Cl	-3.2	1.2%	-1.3	-2.6%
COc1ccc(NC(=O)N2CC3(CCN(C(=O)c4c(C)noc4C)CC3)C2)cc1	/	-4.5%	/	-1.0%
COCCn1c(SCC(=O)c2c(-c3ccccc3)n(C)c3ccccc23)nnc1-c1ccncc1	-2.5	/	9.6	-0.1%
Cc1ccc(Cl)cc1N1CCN(C(=O)CCC(=O)O)CC1	?	-7.7%	0.9	4.3%
CCOC(CNC(=O)CCc1c(C)nc2nc(C)nn2c1C)OCC	?	1.3%	-5.0	6.6%
CCOc1ccccc1C(=O)NCCCN1CCN(CCCNC(=O)c2ccccc2OCC)CC1	9.2	20.1%	-2.0	-1.7%

The list continues:
SMILES	PNC assembly inh	ALOX15B inhib	IMPase cell inh	ALOX12 inhib
COc1ccc(-c2cc(-c3cccs3)nc3sc(C#N)c(N)c23)cc1	10.6	/	/	4.2%
COc1ccc(C(=O)N2CCC3(CC2)CN(C(=O)Nc2cccc(C#N)c2)C3)cc1	/	-0.1%	/	-4.3%
C=CCOc1ccc(Oc2cc(C)nc(SC)n2)nn1	?	/	?	-0.7%
Cc1nnc(-c2cnn(-c3ccccc3)c2N)n1Cc1cccc(C(F)(F)F)c1	-10.0	/	7.0	2.9%
CCc1ccc(C2N3CC4([N+](=O)[O-])CN2CC([N+](=O)[O-])(C3)C4(C)C)cc1 (stereo not given)	?	/	/	-3.2%
COCCNC(=S)N1CCOCC1	-13.8	/	?	-1.3%
COc1cc2c(cc1NC(=O)c1cccc(F)c1)CCCC2	8.1	/	/	-1.8%
CCN(CC)c1ccc(/C=N/OCC(=O)Nc2cccc(C)c2)cc1	-23.5	/	/	1.4%
CCC(Sc1nnc2c3ccccc3n(CC)c2n1)C(=O)Nc1sc2c(c1C#N)CCCC2 (stereo not given)	25.2	9.5%	6.9	2.6%
CN(C)c1ccc(S(=O)(=O)NCC(=O)OCC(=O)Nc2cccc(Cl)c2)cc1[N+](=O)[O-]	42.4	/	/	2.8%
Nc1nc2sc3c(c2c(=O)s1)CCCC3	12.4	6.2%[2.29 µM]	1.2	-3.1%
Cc1ccc(C(CC(N)=O)c2ccco2)cc1 (stereo not given)	84.0	?	4.8	5.3%
N#Cc1ccc(CN2CCN(C(=O)c3ccccc3)CC2)c(Cl)c1	33.9	-6.9%	12.0	2.3%
COc1ccc2c(C)cc(SCC(=O)NCCN3C(=O)CSC3=O)nc2c1	?	/	-20.4	2.6%
O=C(O)CCSc1nnc(CNc2ccc(Cl)cc2)n1Cc1ccccc1	33.3	/	/	-9.4%
CCCn1c(-c2ccc(F)cc2)nc2c(N3CCN(Cc4nc(OC)cc(OC)n4)CC3)nc(C)nc21	/	36.4%[activator]	/	-9.0%
CCOC(=O)Cc1csc(NC(=O)c2c(-c3c(F)cccc3Cl)noc2C)n1	11.3	1.5%	-3.8	-0.6%
O=C1C2CC=CCC2C(=O)N1c1n[nH]c(-c2ccccc2)n1 (stereo not given)	?	-4.6%	0.6	-5.2%
COc1ccc(NCc2n[nH]c(=O)c3ccccc23)cc1	14.9	20.6%	7.3	-13.3%
O=C(Cn1cc([N+](=O)[O-])cn1)N1N=C(C(F)F)CC1(O)C(F)F (stereo not given)	-0.2	/	-6.8	7.1%
Cc1ccccc1NC(=O)c1cc(S(=O)(=O)c2ccccc2)ccc1Cl	10.7	-1.9%	6.0	0.8%
COc1ccc(-n2nnnc2S(=O)(=O)Cc2ccc(C(=O)O)cc2)cc1	5.4	4.3%[2.29 µM]	8.2	11.7%
COc1ccccc1NS(=O)(=O)c1cccc(NC(=O)Nc2ccccc2)c1	-19.1	/	/	-2.9%
O=C(CSCc1ccco1)NC1CCCC1	?	/	/	-2.5%
COc1cc(NC(=O)C2CCCO2)c(OC)cc1Cl (stereo not given)	?	/	-3.7	0.2%

Next part.
SMILES	PNC assembly inh	ALOX15B inhib	IMPase cell inh	ALOX12 inhib
CCc1nc(SCc2ccc([N+](=O)[O-])cc2)n[nH]1	?	/	/	4.1%
N/C(=N\OC(=O)COc1ccc(Cl)cc1)c1cccnc1	?	/	/	-0.5%
CCNC(=S)NNC(=O)c1ccc(OC(F)F)cc1	15.9	-10.8%	-0.6	4.5%
COc1ccc(/C=N/NC(=O)C(C)n2nnc3ccccc32)cc1OC (stereo not given)	44.3	-5.4%	4.9	-7.6%
Cc1c(C2(O)C(=O)Nc3ccc(F)cc32)c(=O)n(-c2ccccc2)n1C (stereo not given)	-29.7	0.3%	-10.8	5.4%
O=C(CN1CCCCC1)Nc1ccccc1	28.9	1.5%	3.9	-0.1%
Cc1nnc(SCc2ccccc2)n1CC1CCCO1 (stereo not given)	-2.4	1.3%	0.0	1.6%
CC(C)(C)n1nc(-c2ccc(Cl)cc2)c2c(N)ncnc21	-22.7	1.1%	4.1	-5.2%
CC(C)c1ccc(/C=C(\c2nc3ccccc3[nH]2)S(=O)(=O)c2ccccc2)cc1	-11.3	/	?	-5.9%
CCCCCOC(=O)Cn1c(N2CCCCCC2)nc2c1c(=O)[nH]c(=O)n2C	13.8	-14.2%	0.3	-3.5%
CC1(C)C2CCC1(C)C1(C2)NC(=O)c2ccccc2O1 (stereo not given)	3.1	/	/	-1.3%
Cc1cccc(Nc2ncccc2C(=O)NCc2cccs2)c1C	60.0	-0.4%	2.3	1.7%
CCOc1ccccc1NC(=S)Nc1ccccc1F	?	1.2%[11.4 µM]	-1.5[1.84 µM]	-11.9%
COc1cc(C2C3C(C)N(C)C(=O)N(C)C3N(C)C(=O)N2C)ccc1O (stereo not given)	-100.0*	4.8%	2.6	-1.3%
CCC(C)NC(=O)c1ccccc1NC(=O)Nc1ccccc1 (stereo not given)	31.0	-4.6%	-0.1	-1.8%
O=C(N1CCOCC1)N1CCCC(c2nc(-c3cccs3)no2)C1 (stereo not given)	?	-4.7%	-5.7	-2.9%
OCCn1c(CSc2nc3ccccc3n2CCO)nc2ccccc21	-2.7	36.8%[activator]	3.2	1.9%
CCCn1c(C)nc2c(NCCCN(CCO)CCO)nc(C)nc21	/	2.2%	/	-0.9%
Cc1ccccc1OCC(=O)Nc1ccccc1N1CCCCC1	-4.4	6.5%	10.1	-6.8%
O=C(NCCCN1CCOCC1)c1ccccc1	?	-14.4%	-3.1	3.1%
NS(=O)(=O)c1cccc(NC(=O)COC(=O)c2cc(-c3ccc(Cl)cc3)nc3ccccc23)c1	?	/	3.5	-18.2%
O=C(COc1ccc(/C=N/NC(=O)c2ccc(O)cc2)cc1)Nc1ccc([N+](=O)[O-])cc1	-6.3	/	/	-1.4%
Oc1c(CN2CCCCC2)cc(COCc2ccccc2)c2cccnc12	-11.8	35.3%[activator]	13.5	?
CCN=C(Nc1ccc(Cl)cc1)c1cccnc1	-20.3	-7.3%	-21.6	2.7%
O=C1COc2ccc(C(=O)COC(=O)Cn3cnc4ccccc43)cc2N1	?	9.1%	6.1	-6.0%
N#CCSc1nnc(CNc2ccc(F)cc2)o1	-28.1	/	8.8	0.3%

Structural class, the entries above with fluorine (12)
SMILES	PNC assembly inh	ALOX15B inhib	IMPase cell inh	ALOX12 inhib
Cc1cnn(-c2nc(-c3cccs3)cc(C(F)(F)F)n2)c1	?	-1.0%	7.6	-11.3%
COc1ccc(NC(=O)Nc2cc(C)ccc2F)cc1	8.8	2.0%	-5.5	-3.2%
N/C(=N\OC(=O)Nc1ccc(Cl)c(Cl)c1)c1ncc(C(F)(F)F)cc1Cl	-3.2	1.2%	-1.3	-2.6%
Cc1nnc(-c2cnn(-c3ccccc3)c2N)n1Cc1cccc(C(F)(F)F)c1	-10.0	/	7.0	2.9%
COc1cc2c(cc1NC(=O)c1cccc(F)c1)CCCC2	8.1	/	/	-1.8%
CCCn1c(-c2ccc(F)cc2)nc2c(N3CCN(Cc4nc(OC)cc(OC)n4)CC3)nc(C)nc21	/	36.4%[activator]	/	-9.0%
CCOC(=O)Cc1csc(NC(=O)c2c(-c3c(F)cccc3Cl)noc2C)n1	11.3	1.5%	-3.8	-0.6%
O=C(Cn1cc([N+](=O)[O-])cn1)N1N=C(C(F)F)CC1(O)C(F)F (stereo not given)	-0.2	/	-6.8	7.1%
CCNC(=S)NNC(=O)c1ccc(OC(F)F)cc1	15.9	-10.8%	-0.6	4.5%
Cc1c(C2(O)C(=O)Nc3ccc(F)cc32)c(=O)n(-c2ccccc2)n1C (stereo not given)	-29.7	0.3%	-10.8	5.4%
CCOc1ccccc1NC(=S)Nc1ccccc1F	?	1.2%[11.4 µM]	-1.5[1.84 µM]	-11.9%
N#CCSc1nnc(CNc2ccc(F)cc2)o1	-28.1	/	8.8	0.3%

High-throughput results from PubChem BioAssay.

This is a subset; rates above refer to the full screens.
